# Pf growth 96h: P. falciparum growth inhibition at 96 hour, primary screen for plastid delayed-death inhibitors | P. falciparum luciferase reporter growth, 96 h | Potency, µM (highest dose often 28.7 µM), without a hit: at the highest dose activity change, negative = inhibition, hits mostly inhibitors | 320,000 tested, 6.9% active; further: potency means the concentration at half of the fitted maximal effect; on the % scale 0 is the no-effect control and ±100 the full control effect
#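 Plates of compound plus infected erythrocytes (2% hematocrit, 0.05% parasitemia final) incubate 96 hours, 37 C, 5% CO2. Detection reagent added; reduced luminescence from the parasites' luciferase reporter flags inhibition.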
# CHX counter: counter-screen hit for Shiga toxin inhibitors, cycloheximide; 300,000 tested, 12% active; cell reporter, cycloheximide protein synthesis inhibition counterscreen; max response, %; in the data active means max response mostly above about 13%, no sharp cut-off; inactive means mostly below about 14%; further: read at 38.3 µM for the half of the compounds with a filed dose; 0% is about no effect
# Shiga inhibitor: Shiga toxin inhibition; 290,000 tested, 9.2% active; AID 2315; inhibition, % at 38.7 µM; Vero cells, Shiga toxin protein synthesis inhibition reporter; in the data active means inhibition mostly above about 28%, no sharp cut-off; inactive means mostly below about 43%; further: 0% is about no effect
# HCV inhibitor: blocks hepatitis C virus. Huh7.5.1 HCVcc-Cre infection, luciferase reporter, 44 h. 340,000 tested, 3.4% active. AID 651820. Potency, µM (top dose mostly 41.8 µM), for the others: at the top dose activity change, negative = inhibition, hits mostly inhibitors; further: potency means the concentration at half of the fitted maximal effect; on the % scale 0 is the no-effect control and ±100 the full control effect
#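 Whole-lifecycle infectious HCVcc-Cre system; cells 1,000/well, compound then virus (~0.5 moi) added 4 h after plating, 44 h culture. Luciferase read 15 sec following 15 min substrate incubation, room temp.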
# LmPK inh: blocks Leishmania mexicana pyruvate kinase activity | Q27686 | purified LmPK, Kinase-Glo ATP luminescence, 1 h | Potency, µM (highest dose often 57.5 µM), inactives show top-dose activity change, negative = inhibition, actives largely listed as inhibitors | 290,000 tested, 0.37% active; further: potency means the concentration at half of the fitted maximal effect; on the % scale 0 is the no-effect control and ±100 the full control effect
# Target sequence (Q27686 whole entry, looked up): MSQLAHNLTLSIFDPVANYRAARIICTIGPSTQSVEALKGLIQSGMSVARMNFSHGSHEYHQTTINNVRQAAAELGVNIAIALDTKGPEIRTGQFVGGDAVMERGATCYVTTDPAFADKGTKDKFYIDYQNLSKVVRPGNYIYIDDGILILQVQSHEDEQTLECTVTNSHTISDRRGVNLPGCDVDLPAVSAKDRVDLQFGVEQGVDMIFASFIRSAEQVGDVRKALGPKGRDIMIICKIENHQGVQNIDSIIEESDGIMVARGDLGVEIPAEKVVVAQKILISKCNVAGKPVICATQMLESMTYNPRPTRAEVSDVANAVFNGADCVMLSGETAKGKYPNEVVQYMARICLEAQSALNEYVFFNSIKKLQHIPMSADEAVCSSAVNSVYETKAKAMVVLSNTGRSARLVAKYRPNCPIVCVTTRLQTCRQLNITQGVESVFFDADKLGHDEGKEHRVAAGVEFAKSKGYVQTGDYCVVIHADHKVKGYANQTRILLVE
#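 Pyruvate kinase activity monitored as ATP production (luciferase luminescence). Conditions: 0.1 nM enzyme, 0.5 mM PEP, 0.1 mM ADP, 1 h, RT; normalized against uninhibited and no-enzyme wells.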
# Pf growth 48h: P. falciparum growth inhibition at 48 hours (one generation); P. falciparum luciferase growth in erythrocytes, 48 h; Potency, µM (titrated, usually from 28.7 µM), for the others: top-dose activity change, negative = inhibition, most hits filed as inhibitors; 310,000 tested, 5.9% active; further: potency means the concentration at half of the fitted maximal effect; on the % scale 0 is the no-effect control and ±100 the full control effect
#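 Luciferase-expressing parasites in RBCs, 2% Hct / 0.1% parasitemia final; RPMI 1640 + 0.5% Albumax; 37 C, 5% CO2, one generation; luminescence read-out, lower signal = inhibition.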
# Tb PYK inh: inhibitors of Trypanosoma brucei pyruvate kinase. Q57TT1. Potency, µM (highest dose often 76.8 µM), for the others: at the highest dose activity, negative = inhibition, most hits filed as inhibitors. AID 624173. TbPYK enzyme, Kinase-Glo Plus ATP luminescence, 45 min. 410,000 tested, 0.12% active; further: potency means the concentration at half of the fitted maximal effect; on the % scale 0 is the no-effect control and ±100 the full control effect; nearly all actives have a fitted effect of over 50% in size
#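 T. brucei PYK with substrate was exposed to pin-transferred compounds across a concentration series, then started with 130 uM ADP (final). After 45 min at room temperature, Kinase-Glo Plus luminescence was read, normalized and curve-fitted.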
# * hit, by the source's call; ? = inconclusive; . = not tested or not shown; & = joins results of further samples; ! = not confirmed by another sample; [ ] = dose if it differs, or a comment. Unless noted, the call rests on the fitted dose curve; in most records, active means well fitted curve in the direction sought with a large enough effect; inconclusive means small, poorly fitted or top-dose-only effect, or another doubt; inactive means no such curve, though single readings can be large; an effect the other way counts as inactive or inconclusive.
SMILES,Pf growth 96h,CHX counter,Shiga inhibitor,HCV inhibitor,LmPK inh,Pf growth 48h,Tb PYK inh
O=C(Cc1ccc(Cl)cc1)NCCS(=O)c1ccc(Cl)cc1 (stereo unspecified),1.2µM*,-5,-16,-3%,1%,8%,-5%
CC(=O)OCC1=C(C(=O)O)N2C(=O)C(NC(=O)c3ccc(COc4ccc(Cl)cc4)o3)C2SC1 (stereo unspecified),74%[activator],9,27,-9%,-5%,37%[activator],1%
CCOC(=O)N1CCN(C(=O)CSc2nc3c([nH]c4ccccc43)c(=O)n2CC)CC1,7%,-3,11,3%,-2%,?,2%
CCOC(=O)c1[nH]c2ccc(Br)cc2c1NC(=O)CCN1CCCCC1,?,2,-10,.,1%,?,.
Cc1ccc(N(Cc2ccccc2O)C(=O)c2ccccc2F)cc1,?,-1,-2,-4%,-6%,9.3µM*,-3%
O=C(c1ccco1)c1cn(Cc2ccc(Cl)cc2)c2ccccc12,35%,23*,38,?,11%,.,7%
CCOc1cccc(N(C(=O)Cc2cccs2)C(C(=O)NC2CCCCC2)c2cccn2C)c1 (stereo unspecified),76%[activator],-4,-6,0%,10%,?,-12%
CCOC(=O)c1cc(/C(C)=N/OC(=O)c2ccc(Cl)cc2)on1,1%,3,-16,3%,1%,42%[activator],1%
O=C(CSc1nnc(Cc2ccccc2)o1)N1CCCc2ccccc21,?,-6,-6,?,3%,-8%,-7%
Cc1ccc(-n2c3c(cc(C(=O)NC4CCSC4=O)c2=O)C(=O)CC(C)(C)C3)cc1 (stereo unspecified),-23%,-5,-45,-5%,4%,.,0%
CCOc1ccc(OCC)c(NC(=O)CN2CCC(NC(=O)c3cccc(F)c3)CC2)c1,?,-4,10,?,0%,?,-12%
CCN1CCCC1CNS(=O)(=O)c1c(C)cc(C)cc1C (stereo unspecified),-25%,-2,2,24%,0%,-18%,-10%
Cc1ccccc1C(=O)N1CCC(C(=O)OCC(=O)Nc2cccc([N+](=O)[O-])c2C)CC1,8%,.,.,9%,.,1%,4%
CCOC(=O)c1sc(NS(=O)(=O)c2ccc(C)cc2)nc1C,35%[activator],5,-10,11%,1%,13%,10%
O=C(NCc1cccnc1)C1CCN(S(=O)(=O)c2cccnc2)CC1,?,-5,-6,9%,-3%,13%,-6%
Cc1ccc(N2C(=O)[C@@H]3[C@H](C2=O)[C@H]2C=CC=NN2[C@@H]3C(=O)Nc2ccccc2)cc1,?,16*,15,-5%,-2%,?,-6%
Cc1ccc(-c2nnn(CC(=O)N(c3ccccc3)C(C(=O)NC3CCCC3)c3ccncc3)n2)o1 (stereo unspecified),-16%,-3,19,-10%,2%,12%,-16%
Cc1ccc(C2c3c(oc4cc(C)c(C)cc4c3=O)C(=O)N2CCCN2CCOCC2)cc1 (stereo unspecified),?,-2,-4,-4%,2%,5.2µM*,2%
CSc1ccccc1NC(=O)CSc1nnc(COc2ccccc2)o1,?,-4,11,-8%,-6%,6%,0%
COc1ccc(CCNC(=O)C2CCN(S(=O)(=O)c3ccc4c(c3)oc(=O)n4C)CC2)cc1OC,?,-2,-4,17%,3%,-10%,0%

# 7 structures already listed, sorted by heavy-atom count, descending.
SMILES,Pf growth 96h,CHX counter,Shiga inhibitor,HCV inhibitor,LmPK inh,Pf growth 48h,Tb PYK inh
Cc1ccc(-c2nnn(CC(=O)N(c3ccccc3)C(C(=O)NC3CCCC3)c3ccncc3)n2)o1 (stereo unspecified),-16%,-3,19,-10%,2%,12%,-16%
COc1ccc(CCNC(=O)C2CCN(S(=O)(=O)c3ccc4c(c3)oc(=O)n4C)CC2)cc1OC,?,-2,-4,17%,3%,-10%,0%
CCOc1ccc(OCC)c(NC(=O)CN2CCC(NC(=O)c3cccc(F)c3)CC2)c1,?,-4,10,?,0%,?,-12%
Cc1ccc(N2C(=O)[C@@H]3[C@H](C2=O)[C@H]2C=CC=NN2[C@@H]3C(=O)Nc2ccccc2)cc1,?,16*,15,-5%,-2%,?,-6%
CSc1ccccc1NC(=O)CSc1nnc(COc2ccccc2)o1,?,-4,11,-8%,-6%,6%,0%
CCOC(=O)c1sc(NS(=O)(=O)c2ccc(C)cc2)nc1C,35%[activator],5,-10,11%,1%,13%,10%
CCN1CCCC1CNS(=O)(=O)c1c(C)cc(C)cc1C (stereo unspecified),-25%,-2,2,24%,0%,-18%,-10%

# Continued.
SMILES,Pf growth 96h,CHX counter,Shiga inhibitor,HCV inhibitor,LmPK inh,Pf growth 48h,Tb PYK inh
NC(=O)c1sc2nc3c(c(-c4cccs4)c2c1N)CCCCC3,32%[activator],-4,-7,-3%,1%,18%,1%
Cc1nn(CC(=O)Nc2ccccc2C(F)(F)F)c(=O)c2cccn12,?,-2,9,4%,0%,?,0%&-1%
OC(CNCC1CCCO1)COc1ccc(OCC(O)CNCC2CCCO2)cc1 (stereo unspecified),16%,4,-3,17%,7%,6%,-18%
CC(=O)NC(Cc1ccccc1)C(=O)NC(Cc1ccccc1)C(=O)O (stereo unspecified),61%[activator],-1,-2,4%,2%,-1%,-7%
Cc1ccc(C(=O)Nc2ccc3nccnc3c2)cc1,383%[activator],24*,48*,3%,-29%,264%[activator],-5%
CCOC(=O)C1(Cc2cccc(OC)c2)CCN(Cc2ccc(OC)c(OC)c2)CC1,?,17,-6,11µM*,-1%,?,-1%
O=C(Cc1ccc(F)cc1)Nc1nnc(SCC(=O)N2CCCCC2)s1,?,1,8,10%,3%,?,-2%
COc1ccc(S(=O)(=O)NN(C)C)cc1N(C)S(=O)(=O)c1ccc(Cl)cc1,0%,1,-1,5%,-1%,12%,1%
COc1ccccc1CN(C)C(=O)c1cnc(C)cn1,20%,-2,-7,12%,-10%,-1%,4%
CCOc1ccc2ccccc2c1/C=N/NC(=O)c1ccc(C)nc1,26%,2,-6,?,-8%,0%,-1%
O=C(O)c1cccc(NS(=O)(=O)c2ccc3c(c2)C(=O)c2ccccc2C3=O)c1,-18%,16*,20,25%,3%,24%,1%
CN(C)c1ccc(C2OC(=O)C3(CCCC3)C(=O)C2(C)C)cc1 (stereo unspecified),.,13,-10,.,-1%,1%,0%
Cc1ccc(NC(=S)NNC(=O)CCn2cc(C)cn2)cc1,57%[activator],-2,12,10%,1%,1%,-19%
O=C(NCCc1ccc2c(c1)OCCO2)c1cc(S(=O)(=O)N2CCCC2)ccc1Cl,10%,.,.,?,.,?,-3%
O=[N+]([O-])c1ccccc1S(=O)(=O)NCc1ccco1,?,-4,-3,22%,5%,-41%[1.15 µM],-5%
O=C(CSC1CS(=O)(=O)c2cc([N+](=O)[O-])ccc21)NNC(=O)c1ccccc1 (stereo unspecified),?,-3,8,-7%,-2%,?,-1%
O=[N+]([O-])c1cc(/C=N/O)ccc1SCc1ccccc1Cl,48%[activator],-3,-5,?,-2%,5%,1%
COc1cc(/C=N\NS(=O)(=O)c2ccccc2)cc(OC)c1OC,122%[activator],0,.,13%,12%,-22%,2%
Cc1nc(SCC(N)=O)c([N+](=O)[O-])[nH]1,10%,-5,24,-1%,3%,18%,1%
COC(=O)c1ccc(CNC(=O)COC(=O)COc2ccc(OC)cc2)cc1,133%[activator],-6,19,11%,-1%,-7%,11%
CN1CCN(C(=O)c2cc3c(C(F)(F)F)nn(C)c3s2)CC1,7%,1,-7,8%,-3%,17%,4%
O=C(OCC(O)COC(=O)c1cccnc1)c1cccnc1,?,-4,13,18%,-4%,?,-1%
C=CCn1c(N2CCCCCC2)nc2c1c(=O)n(C)c(=O)n2C,53%[activator],-1,-4,-1%,-4%,-14%,-5%
O=C(O)c1cc(-c2ccccn2)n[nH]1,?,-3,-1,8%,-2%,1%,.
COc1ccc(OC)c(NC(=O)CSc2nnc3ccc(-c4ccncc4)nn23)c1,0%,-3,-2,9%,0%,-23%,-2%
Cc1ccc(S(=O)(=O)N(C)c2ccc(C(=O)Nc3ccc(C)cn3)cc2)cc1,?,.,.,5µM*,.,12µM*,2%
CN(C)CCC(c1ccccc1)c1ccccn1 (stereo unspecified),24%&-10%&6%,-2,21,5µM*!,1%,14%&13%&-1%,-3%&4%&5%&-1%
CCCN(C(=O)CSc1nnnn1-c1ccccc1OC)C1CCS(=O)(=O)C1 (stereo unspecified),-22%,-1,-5,12%,-2%,?,7%
Cc1nc2ccccc2c(=O)n1CCCN1CCOCC1,36%[activator],-5,17,11%,0%,?,4%
CCCCCCN(C(=O)CCCCCN1C(=O)NC(c2ccc(-c3ccccc3)cc2)C(C(=O)OCc2ccccc2)=C1C)C(C)C(=O)NCCCC (stereo unspecified),4.7µM*,-2,9,-6%[8.37 µM],2%,?,.
COc1ccc(NC(=S)NN2C(C)CCCC2C)cc1 (stereo unspecified),-28%,0,2,-6%,-1%,6%,-13%
N#Cc1ccc(Cn2c(=O)oc3ccccc32)cc1,27%,-1,-7,-3%,3%,-1%,6%
O=C(Cn1cc(C(=O)COc2ccccc2)c2ccccc21)NCc1ccco1,161%[activator],25*,52*,?,2%,-14%,-6%
Cc1ccc(NC(=O)Nc2ccc3c(c2)CCC3)cc1,-1%,48*,54*,-1%,0%,56%[activator],3%
C#CCNC(=O)C1=C[C@H](c2ccc3c(c2)OCO3)[C@@H](CCCO)[C@H](OCC)O1,?,-4,-12,-3%,2%,?,1%
CC1=CS/C(=C(/C#N)C(=O)N2CCCCC2)N1c1ccccc1,50%[activator],11,-12,-4%,-1%,-9%,-9%
O=C(NCCCCc1ccccc1)Nc1cccc(F)c1,?,47*,48*,-10%,-1%,?,2%
COc1ccc(/C(O)=C2/C(=O)C(=O)N(CCN(C)C)C2c2ccc(C)cc2)cc1Cl (stereo unspecified),1%,-1,32,16%,0%,14%,-7%
O=C(Nc1ccc(Cl)cn1)c1cc2c(s1)-c1ccccc1OC2,76%[activator],16*,34,?,1%,32%[activator],5%
CC(C)(C)NC(=O)C(Cc1ccccc1)NS(=O)(=O)c1ccc2c(c1)CCC(=O)N2 (stereo unspecified),.,-3,9,13%,6%,?,-7%
O=C(CCSCCc1ccccn1)Nc1c(F)cc(F)cc1Br,34%[activator],7,9,5%,-4%,-11%,10%
N#CC1=C2SCN(Cc3ccco3)CN2C(=O)CC1c1c(F)cccc1Cl (stereo unspecified),78%[activator],-5,-8,-4%,15%,.,?
Cc1ccc(S(=O)(=O)NCC(=O)N(CC(=O)NCc2ccco2)C2CCCC2)cc1,0%,1,-12,-8%,-1%,13%,-2%
O=C(C[n+]1ccn(CCCNP2(=O)C=C(c3ccccc3)OC(c3ccccc3)=C2)c1)c1cccs1,?,5,23,0%,1%,?,12%
COc1ccc(N=C(C)C2=C(O)c3ccccc3C2=O)cc1,65%[activator],58*,115*,-19%,-27%,39%[activator],-6%
OCCNCCCCOc1ccc(F)cc1,-6%,-3,-12,-12%,-3%,6%,-1%
O=C(Nc1ccc2c(c1)OCO2)C1CCN(S(=O)(=O)c2cccs2)CC1,3%,8.4*,42*,6%,-6%,-13%,-2%
